Screens: PubChem BioAssay, National Center for Advancing Translational Sciences (NCATS)
NPC1 prom act = activators of NPC1 promoter. Potency, µM (highest dose often 9.22 µM), without a hit: at the top dose activation, hits mostly activators. hit rate 2.4% among 320,000. Huh7 NPC1 promoter luciferase reporter, 24 h;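 note: potency is the fitted concentration of half-maximal effect; % of control where 0% means no effect; nearly all actives have a fitted effect of over 60% in size; reporter is driven by a mutant NPC1 promoter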
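Compounds in DMSO were transferred onto Huh7 NPC1-luciferase reporter cells pre-incubated 2 h; after 24 h at 37 °C, Amplite reagent was dispensed and luminescence recorded 10 min later.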
FLuc modulator = inhibits or activates purified firefly luciferase, miR-21 counter-screen; purified FLuc, Km substrates, luminescence inhibition; P08659; Potency, µM (highest dose often 57.5 µM), for the others: at the highest dose activity change, negative = inhibition, hits mostly inhibitors; hit rate 6.9% among 360,000;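 note: potency is the fitted concentration of half-maximal effect; plate controls were vehicle for no effect and reference inhibitor for full effect; nearly all actives have a fitted effect of over 55% in size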
Target sequence (P08659 whole entry, looked up): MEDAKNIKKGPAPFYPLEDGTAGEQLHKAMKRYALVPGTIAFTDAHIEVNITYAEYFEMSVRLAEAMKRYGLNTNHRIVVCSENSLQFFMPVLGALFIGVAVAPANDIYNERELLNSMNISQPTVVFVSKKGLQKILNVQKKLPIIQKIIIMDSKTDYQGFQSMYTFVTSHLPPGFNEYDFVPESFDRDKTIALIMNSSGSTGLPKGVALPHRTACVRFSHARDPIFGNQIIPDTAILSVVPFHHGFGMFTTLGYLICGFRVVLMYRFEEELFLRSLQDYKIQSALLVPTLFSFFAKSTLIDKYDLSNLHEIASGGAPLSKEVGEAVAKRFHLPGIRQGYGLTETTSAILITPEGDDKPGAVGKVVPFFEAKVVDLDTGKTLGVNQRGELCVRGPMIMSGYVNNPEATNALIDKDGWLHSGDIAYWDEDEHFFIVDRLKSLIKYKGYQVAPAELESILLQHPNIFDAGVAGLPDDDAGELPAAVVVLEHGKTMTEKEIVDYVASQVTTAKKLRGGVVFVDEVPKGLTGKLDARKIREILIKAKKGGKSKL
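Biochemical qHTS of compounds, final roughly 60 µM downward over six points, against 10 nM purified firefly luciferase using Km concentrations of substrates (10 uM D-luciferin, 10 uM ATP) in Tris acetate pH 7.5 buffer; luminescence output.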
Giardia kill = Giardia lamblia killing. Giardia lamblia trophozoite viability. activity change, % at 7.66 µM, hits read low. hit rate 0.15% among 340,000; in the data active = activity change below about -80%; inconclusive = between about -30% and that limit;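 note: parasites exposed to compound for two days anaerobically before the ATP read; % is set by controls: 0 for no effect and ±100 for the full control effect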
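Each well holds 100 Giardia trophozoites and compound. After two days (48 hrs) at 37 deg C in anaerobic conditions, ATP is quantified by luminescence.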
Coupling enz = counter-screen for Giardia aldolase inhibitors: coupling enzyme system. hit rate 0.67% among 290,000. coupling enzyme system counterscreen, AmpLite Red fluorescence. activity change, negative = inhibition, % at 58.2 µM, hits read low; in the data active = activity change below about -30%; note: % is set by controls: 0 for no effect and ±100 for the full control effect
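Counterscreen lacking aldolase: glyceraldehyde-3-phosphate coupling-enzyme reagent preincubated 10 min at RT with compound (at 57.5 uM final), then substrate/coupling system with AmpLite Red added; fluorescence read at 525/598 nm after 20 min RT.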
VP16 counter = inhibits Gal4-VP16 luciferase reporter, ROR gamma counter-screen; hit rate 3.5% among 310,000; Drosophila S2 Gal4-VP16 UAS-luciferase, luminescence, 20 h; AID 2546; Potency, µM (titrated, usually from 53.6 µM), for inactives: top-dose activity, negative = inhibition, hits mostly inhibitors;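 note: Gal4-VP16 expression switched on by copper sulfate through the metallothionein promoter; potency is the fitted concentration of half-maximal effect; % is set by controls: 0 for no effect and ±100 for the full control effect; nearly all actives have a fitted effect of over 50% in size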
ELG1 genotox = genotoxicity induction in ELG1-luciferase HEK293T cells | hit rate 1.3% among 330,000 | AID 504466 | Potency, µM (series often up to 46 µM), without a hit: at the top dose activity change, positive = activation, most hits filed as activators | HEK293T ELG1-luciferase reporter, luminescence, 16 h; note: potency is the fitted concentration of half-maximal effect; % of control where 0% means no effect; nearly all actives have a fitted effect of over 60% in size
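DMSO vehicle served as control against compound-treated ELG1-luciferase HEK293T cells; exposure lasted 16 hr at 37 °C and 5% CO2, followed by ONE-Glo luminescence detection after 30 min.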
uPA surface inh = blocks generation of uPA at the cell surface | cell surface uPA generation assay, qHTS | Potency, µM (doses to about 38.3 µM), inactives show at the highest dose activity change, negative = inhibition, most hits filed as inhibitors | hit rate 0.31% among 330,000 | AID 540303; active = well fitted inhibition curve with a large enough effect; inconclusive = small, poorly fitted or top-dose-only effect; inactive = no such curve, though single readings can be large or run the other way; tested in mouse RAW 264.7 cells; note: potency is the fitted concentration of half-maximal effect; % is set by controls: 0 for no effect and ±100 for the full control effect; nearly all actives have a fitted effect of over 55% in size
KCNH2 3.1 inh = KCNH2 3.1 (human) potassium channel inhibition. U2OS KCNH2 3.1, thallium flux FluxOr; stronger effect = lower value. activity change, % (tested at about 1.8 µM). hit rate 0.95% among 340,000;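 active = maximum activity change below -70%; inconclusive = maximum activity change from -70% to -50%; inactive = maximum activity change above -50%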;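 note: thallium influx rate constant from kinetic fluorescence after stimulation buffer; % is set by controls: 0 for no effect and ±100 for the full control effect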
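Normalized rate constant (relative to positive and negative DMSO controls) derived from a 2 min kinetic fluorescence read after stimulation; U2OS cells expressing the 3.1 isoform via virus at 1.77 x 10^8 /mL.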
Tb PFK block = inhibitors of T. brucei phosphofructokinase. O15648. T. brucei PFK, ADP-Glo luminescence. Potency, µM (top dose mostly 57.5 µM), without a hit: at the top dose activity, negative = inhibition, most hits filed as inhibitors. hit rate 0.17% among 330,000. AID 485367;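 note: potency is the fitted concentration of half-maximal effect; 0% = uninhibited 1x PFK enzyme wells and -100% = no-enzyme wells; nearly all actives have a fitted effect of over 60% in size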
Target sequence (O15648 whole entry, looked up): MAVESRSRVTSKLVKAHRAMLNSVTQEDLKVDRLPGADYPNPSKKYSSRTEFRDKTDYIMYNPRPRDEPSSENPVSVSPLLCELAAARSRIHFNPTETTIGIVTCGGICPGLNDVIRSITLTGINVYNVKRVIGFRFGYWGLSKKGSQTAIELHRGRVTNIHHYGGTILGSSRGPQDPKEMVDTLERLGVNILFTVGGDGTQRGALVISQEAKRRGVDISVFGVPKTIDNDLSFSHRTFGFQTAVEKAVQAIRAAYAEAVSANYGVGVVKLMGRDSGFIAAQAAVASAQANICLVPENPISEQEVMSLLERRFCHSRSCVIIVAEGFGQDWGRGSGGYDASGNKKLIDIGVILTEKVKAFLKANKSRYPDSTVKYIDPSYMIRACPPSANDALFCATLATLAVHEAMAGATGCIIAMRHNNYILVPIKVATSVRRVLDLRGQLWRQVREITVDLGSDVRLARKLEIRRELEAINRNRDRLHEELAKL
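Compounds were pin-transferred as a titration series up to 57 uM into substrate buffer (0.5 mM F6P, 0.1 mM ATP, pH 8.0), then 1.25 nM PFK was added and reactions ran 45 min before ADP-Glo detection.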
Rab9 prom act = activates the Rab9 promoter; Huh7 Rab9 promoter-luciferase reporter, luminescence, 24 h; Potency, µM (top dose mostly 9.22 µM), inactives show top-dose activation, negative = inhibition, most hits filed as activators; hit rate 2.8% among 320,000; note: potency is the fitted concentration of half-maximal effect; % of control where 0% means no effect; nearly all actives have a fitted effect of over 60% in size
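Luciferase signal after 10 min detection reagent at ambient indicates Rab9 promoter upregulation; stably transfected Huh7 cells were treated 24 h with compound in DMSO at 37 °C, 5% CO2.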
RORg inh = blocks mouse ROR gamma transcriptional activity. P51450. Drosophila S2 Gal4-RORgamma UAS-luciferase reporter, 20 h. Potency, µM (highest dose often 53.6 µM), for the others: at the top dose activity change, negative = inhibition, most hits filed as inhibitors. hit rate 5.4% among 310,000; note: potency is the fitted concentration of half-maximal effect; % is set by controls: 0 for no effect and ±100 for the full control effect; nearly all actives have a fitted effect of over 60% in size
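Schneider cells (Drosophila), stable Gal4 DBD–ROR gamma + UAS-luc; 1 hr cmpd preincubation; Cu2+ induction 700 uM final; 20 hr ambient; luminescence.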
* marks the source's active call; other numbers are inactive results; u = inconclusive; x = no result given; [ ] = another dose, or the depositor's remark. Unless noted, calls come from the whole dose curve; as a rule, active = well fitted curve in the direction sought with a large enough effect; inconclusive = small, poorly fitted or top-dose-only effect, or another doubt; inactive = no such curve, though single readings can be large; an effect the other way counts as inactive or inconclusive.

Structure	NPC1 prom act	FLuc modulator	Giardia kill	Coupling enz	VP16 counter	ELG1 genotox	uPA surface inh	KCNH2 3.1 inh	Tb PFK block	Rab9 prom act	RORg inh
COc1ccc(S(=O)(=O)Cc2ccc(C(=O)NCCc3cc(OC)ccc3OC)o2)cc1	-6%	-7%	9	1	4%	-12%	2%	-11	9%	-1%	20%
O=C(O)Cn1ncn(-c2ccc(OC(F)(F)F)cc2)c1=O	-5%	-2%	-9	1	-9%	4%	3%	14	7%	1%	-1%
Cc1nn(C)c(Oc2cccc(Cl)c2)c1C(=O)Nc1ccc(F)cc1	0%	-1%	28	1	-5%	-2%	x	5	0%	-1%	-2%
Cc1csc(SC(C)C(=O)Nc2ccc(Cl)cn2)n1 (stereo not given)	0%	-1%	-6	0	6%	3%	4%	1	1%	-7%	43%
Cn1c(=O)c2c(nc(Br)n2Cc2nnc(N)s2)n(C)c1=O	0%	1%	9	7	-4%	-1%	0%	-1	-1%	-1%	7%
O=S(Cc1ccc(Cl)cc1)CC(O)(c1ccccc1)c1ccccc1 (stereo not given)	-6%	4%	-4	1	-3%	-2%	1%	3	13%	-11%	u
CCc1cc[n+](-c2nc3ccccc3nc2C(=C=[N-])C#N)cc1	-2%	-3%	1	-8	-1%	9%	0%	-5	0%	2%	-12%
O=C(Nc1cnc2sc3c(n2c1=O)CCCC3)c1ccc(F)cc1	u	u	-7	0	13%	9%	-4%	9	0%	u	23%
CCSc1nnc(NC(=O)c2ccc(S(=O)(=O)N(C)C)cc2)s1	23%	u	3	3	-15%	7%	-1%	-5	-1%	u	20%
COc1nccnc1NS(=O)(=O)c1ccc(N/C=C2\CCCCC2=O)cc1	2%	-12%	-18	3	-5%	0%	1%	22	6%	1%	-40%
CCn1c(SC(C)C(=O)O)nc2sc3c(c2c1=O)CCC3 (stereo not given)	-4%	-1%	-8	5	7.1µM*	-1%	-5%	-9	u	2%	5.6µM*
CCOc1cccc(C2C(C#N)=C(N)Oc3cc(C)[nH]c(=O)c32)c1OCC (stereo not given)	-4%	-1%	-16	3	0%	0%	-5%	2	-3%	0%	-20%
O=C(NCCSCc1ccccc1)c1ccc(C2SCC(=O)N2Cc2ccccc2)cc1 (stereo not given)	-1%	-1%	-6	2	1%	-11%	-8%	-2	6%	2%	7%
C=CCOc1cccc(C2/C(=C(\O)c3ccc(F)cc3)C(=O)C(=O)N2CCN(C)C)c1 (stereo not given)	-1%	0%	6	6	9%	-3%	-1%	9	5%	-4%	22%
O=C(Oc1ccc(C(=S)N2CCOCC2)cc1)c1ccc([N+](=O)[O-])cc1	-2%	-16%	17	-1	2%	0%	-15%	-5	6%	0%	7%
CC(=O)c1cccc(NC(=S)NCc2ccccc2)c1	5%	0%	-6	-4	12%	0%	-1%	15	2%	5%	u
CC(=O)c1ccc(N/N=C2/CCCNC2=O)cc1	-2%	-18%	9	3	16%	10%	-5%	-2	2%	2%	26%
Cc1ccccc1Cn1nc(C)c(NC(=O)c2sc3ccccc3c2Cl)c1C	-4%	-3%	0	1	u	-22%	-4%	4	0%	4%	25%
COc1ccc(N2CC(C(=O)Nc3nnc(SCC(=O)N4CCOCC4)s3)CC2=O)cc1 (stereo not given)	1%	-2%	18	x	9%	6%	7%	3	2%	2%	-14%
Cc1cc(C(F)(F)F)n2ncc(C(=O)O)c2n1	3%	0%	u	0	4%	2%	-6%	-6	-5%	-7%	8%

Looked up one by one from above (two):
Structure	NPC1 prom act	FLuc modulator	Giardia kill	Coupling enz	VP16 counter	ELG1 genotox	uPA surface inh	KCNH2 3.1 inh	Tb PFK block	Rab9 prom act	RORg inh
Cc1cc(C(F)(F)F)n2ncc(C(=O)O)c2n1	3%	0%	u	0	4%	2%	-6%	-6	-5%	-7%	8%
COc1ccc(S(=O)(=O)Cc2ccc(C(=O)NCCc3cc(OC)ccc3OC)o2)cc1	-6%	-7%	9	1	4%	-12%	2%	-11	9%	-1%	20%

The results go on:
Structure	NPC1 prom act	FLuc modulator	Giardia kill	Coupling enz	VP16 counter	ELG1 genotox	uPA surface inh	KCNH2 3.1 inh	Tb PFK block	Rab9 prom act	RORg inh
CC1=C(C(=O)OC(C)C)C(c2ccc(Br)s2)NC(=O)N1C (stereo not given)	9%	4%	8	-2	-1%	-1%	2%	-4	-2%	16%	39%
N#C/C(=C/c1ccc(N2CCOCC2)o1)c1ccc(Cl)cc1	3.5µM*	8.5µM*	7	-47*	10µM*	u	-29%	6	-29%	2.8µM*	u
COc1cc2c(cc1OC)CN(c1nc(-c3cccnc3)nc3ccccc13)CC2	0%	-16%	-1	-1	-5%	-17%	7%	-8	1%	4%	20%
CC(=O)Cc1nsc(NC(=O)c2ccc(COc3ccccc3Cl)o2)n1	-1%	u	1	11	3%	12%	5%	-5	-2%	4%	1%
COc1ccc(-n2nc(C(=O)N3CCC(N4CCCCC4)CC3)c3c4ccccc4n(C)c3c2=O)cc1	-4%	1%	-6	0	-15%	-1%	-9%	-16	-5%	-1%	-14%
CCOc1ccc(C(=O)C(C)OC(=O)Cn2cnc3c2c(=O)n(C)c(=O)n3C)cc1 (stereo not given)	0%	2%	-12	x	x	0%	-4%	-4	1%	1%	x
COCCn1c(SCC(=O)Nc2ccc3c(c2)OCCO3)nnc1-c1ccncc1	x	x	-23	x	x	2%	12%	-37	1%	x	x
O=[N+]([O-])c1cc(/C=N/O)ccc1Sc1ccccc1	5%	-6%	-18	-17	u	12%	-5%	-9	1%	-3%	u
O=C1NCC(c2ccccc2)C1C(=O)N/N=C\c1ccc(-c2ccc(Cl)c(Cl)c2)o1 (stereo not given)	-2%	u	1	2	-20%	-5%	6%	-16	-3%	-2%	3%
O=C1CCCC2=C1C(c1cccs1)n1nc(SCc3ccc(C(=O)O)cc3)nc1N2 (stereo not given)	-4%	0%	3	4	3%	0%	5%	15	2%	3%	2%
c1ccc(-c2cc(-c3nnc4n3N=C(c3ccc5ccccc5c3)CS4)[nH]n2)cc1	2%	u	-5	5	-12%[0.365 µM]	u	u	-7	-4%	0%	u
Cc1sc(NC(=S)NC(=O)c2ccco2)c(C#N)c1C	0%	2.7µM*	-15	4	16%	u	-6%	10	-25%	u	u
CCOC(=O)c1cc2c(=O)n3ccccc3nc2n(CC2CCCO2)c1=NC(=O)/C=C/c1ccccc1 (stereo not given)	-2%	7%	-9	2	-3%	-7%	-14%	-19	-1%	-1%	u
CN(C(=O)CSc1nnn(C)n1)c1ccccc1	-1%	-2%	-9	x	-11%	6%	4%	5	2%	4%	-21%
Nc1ccc(-c2nnc(-c3ccccc3)o2)cc1	3.2µM*	19µM*	-17	4	-4%	16µM*	-7%	7	7%	4µM*	4%
CCOc1ccccc1-n1c(SCC(=O)Nc2nccs2)nnc1-c1ccoc1C	-6%	0%	-13	-7	0%	-3%	3%	-7	0%	-5%	-3%
COc1cc(S(=O)(=O)N2CCOCC2)ccc1F	2%	3%	8	0	-4%	-2%	-2%	17	3%	4%	-16%
COc1ccccc1CNC(=O)Cc1ccccc1	u	u	-20	1	21%	u	3%	-17	1%	u	u
Nc1nc2n(n1)C(=O)CC(c1ccccc1)N2 (stereo not given)	1%	-3%	12	3	-3%	6%	-12%	-32	1%	1%	-4%
Cc1cc(=O)oc2n[nH]c(-c3ccccc3)c12	-4%	2%	2	2	10%	6%	-5%	5	2%	3%	-2%
N#Cc1cccnc1N1CCC(C(N)=O)CC1	-4%	1%	8	1	-8%	2%	2%	-12	-12%	-4%	4%

Single records, from the list above. Order of values: NPC1 prom act | FLuc modulator | Giardia kill | Coupling enz | VP16 counter | ELG1 genotox | uPA surface inh | KCNH2 3.1 inh | Tb PFK block | Rab9 prom act | RORg inh
`CC1=C(C(=O)OC(C)C)C(c2ccc(Br)s2)NC(=O)N1C` (stereo not given) is listed with 9% | 4% | 8 | -2 | -1% | -1% | 2% | -4 | -2% | 16% | 39%
`Cc1sc(NC(=S)NC(=O)c2ccco2)c(C#N)c1C` is listed with 0% | 2.7µM* | -15 | 4 | 16% | u | -6% | 10 | -25% | u | u
`Nc1nc2n(n1)C(=O)CC(c1ccccc1)N2` (stereo not given) is listed with 1% | -3% | 12 | 3 | -3% | 6% | -12% | -32 | 1% | 1% | -4%
`CCOC(=O)c1cc2c(=O)n3ccccc3nc2n(CC2CCCO2)c1=NC(=O)/C=C/c1ccccc1` (stereo not given) is listed with -2% | 7% | -9 | 2 | -3% | -7% | -14% | -19 | -1% | -1% | u
`Nc1ccc(-c2nnc(-c3ccccc3)o2)cc1` is listed with 3.2µM* | 19µM* | -17 | 4 | -4% | 16µM* | -7% | 7 | 7% | 4µM* | 4%
